T cell modulator: T cell immune modulation candidate; 2C CD8+ T cell-vesicle binding, flow cytometry; active compounds read low; AID 2052; hit rate 0.068% among 330,000; calls only at 7 µM;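 active means response, share of CD8 T cells binding vesicles, and their 90th percentile fluorescence all below set limits, cut at about 80% in these data, passing the limit was not always enough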
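Benchmarks: naked versus QL9-loaded vesicles / Assay system: purified 2C TCR transgenic mouse naive CD8+ T cells / Technique: high-throughput flow cytometry with anti-B7-1 and anti-CD8 staining / Timing: Cell–vesicle co-incubation 1.5 h at 37 °C, staining 20 min on ice / Read-out: percent CD8+ FL2 mean versus row control / Probe or stimulus: QL9-loaded Drosophila micro-vesicles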
T cell modulator vesicle-bound %: also measured in T cell modulator; calls as there; double positive events, %; measured here: CD8+ vesicle-bound cell fraction;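 binding gate set so that unloaded-vesicle control wells show 10% double positive cells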
Active calls of the source: *; i = inactive. This is a subset, so the mix of outcomes need not match the whole.

T cell modulator	T cell modulator vesicle-bound %	SMILES
i	34.2	CCCCn1c(N)c(N(CCC(C)C)C(=O)C(C)N2C(=O)c3ccccc3C2=O)c(=O)[nH]c1=O (stereo unspecified)
i	57.2	O=C(Nc1cc(Cl)ccc1-n1cncn1)c1ccc(F)c(S(=O)(=O)N2CCOCC2)c1
i	37.9	CCOC(=O)C1CCCN(S(=O)(=O)c2ccc(Cl)nc2)C1 (stereo unspecified)
i	42.2	CC1CC(C)CN(C(=O)c2cccc(NC(=O)CC3SC(N4CCCCC4)=NC3=O)c2)C1 (stereo unspecified)
i	39.5	CNS(=O)(=O)c1cccc(C(=O)NCC(c2cccs2)N2CCOCC2)c1 (stereo unspecified)
i	8.9	C[C@H]1CN([C@@H](C)CO)C(=O)c2cc(NC(=O)C3CCCCC3)ccc2O[C@H]1CN(C)CC1CCCCC1
i	32.9	O=C1CC(NS(=O)(=O)c2ccc3ccccc3c2)CN1c1ccccc1 (stereo unspecified)
i	51.5	Cc1ccc(S(=O)(=O)N2CCN(C(=O)C3CSC4(C)CCC(=O)N34)CC2)cc1C (stereo unspecified)
i	10.4	CC(C)N(C(=O)[C@H]1CC(CC(=O)NCCCn2ccnc2)C(=O)N2CCc3c([nH]c4ccccc34)[C@]12C)C(C)C (stereo partly specified)
i	49.9	CCCc1cc(=O)[nH]c(SCC(=O)Nc2ccc(OC)c(S(=O)(=O)N3CCCCC3)c2)n1
i	53.8	CCOc1ccc(CCNC(=O)c2c(C)noc2C)cc1OCC
i	36.4	Cc1nn(-c2ccccc2)c(C)c1C(=O)OCC(=O)Nc1ccccc1F
i	49.1	COc1ccc(C2=CC(=O)C[C@H](c3ccc(OC)cc3)C2)cc1
i	44.1	Cc1ccc(C(=O)OCC(=O)c2c(N)n(C)c(=O)n(C)c2=O)cc1S(=O)(=O)N1CCOCC1
i	21.1	CN(C)S(=O)(=O)c1cccc(NC(=O)COC(=O)c2cccnc2Cl)c1
i	34.6	Cc1ccc2c(c1)c1c(n2CCc2ccc(C)nc2)CCN(C)C1
i	23.3	CCOc1ccc(N2C(=O)Nc3ccc(Br)cc3C2(O)C(=O)NC(C)C)cc1 (stereo unspecified)
i	4.3	COc1ccc(NC(=O)N(C)C[C@H]2Oc3c(NC(=O)C4CC4)cccc3C(=O)N([C@H](C)CO)C[C@@H]2C)cc1
i	54.4	CCOC(=O)CC1C(=O)NCCN1C(=O)c1ccc(Cl)c(Cl)c1 (stereo unspecified)
i	45.3	O=C(Cn1[nH]c(=O)c2ccccc2c1=O)OCC(=O)c1ccc(Br)cc1
i	51.0	CC1CCCCN1C(=O)COC(=O)c1ccc(=O)n(Cc2ccccc2)n1 (stereo unspecified)
i	36.4	Cc1cccc(OCc2nnc(SC(C)C(=O)Nc3ccc(N4CCOCC4)cc3)o2)c1 (stereo unspecified)
i	5.4	COc1ccc(C(C)(C)C)cc1NC(=O)CCc1c(C)noc1C
i	56.3	CCSC(=Nc1ccccc1)N1CCOCC1
i	31.5	COc1ccc(NC(=O)CN2C(=O)NC3(CC(C)CC(C)(C)C3)C2=O)cc1S(=O)(=O)N1CCCCC1 (stereo unspecified)
i	52.3	Cc1ccnc(NC(=O)CNC(=O)c2ccco2)c1
i	6.9	CCCCC[C@@H]1C=C(C(=O)O)[C@H](c2ccc(F)cc2)N1S(=O)(=O)c1ccc(C)cc1
i	32.5	Cc1c(NC(=O)COC(=O)Cc2ccc(F)cc2)c(=O)n(-c2ccccc2)n1C
i	25.9	COc1cc2c(cc1OC)C(c1ccccc1)N(C(=O)c1ccccc1F)CC2 (stereo unspecified)
i	43.7	CCCCn1c(N)c(N(CC(C)C)C(=O)CCNC(=O)c2ccc(Br)cc2)c(=O)[nH]c1=O

Structures listed so far that have an aryl methoxy group, in the order listed:
T cell modulator	T cell modulator vesicle-bound %	SMILES
i	49.9	CCCc1cc(=O)[nH]c(SCC(=O)Nc2ccc(OC)c(S(=O)(=O)N3CCCCC3)c2)n1
i	49.1	COc1ccc(C2=CC(=O)C[C@H](c3ccc(OC)cc3)C2)cc1
i	4.3	COc1ccc(NC(=O)N(C)C[C@H]2Oc3c(NC(=O)C4CC4)cccc3C(=O)N([C@H](C)CO)C[C@@H]2C)cc1
i	5.4	COc1ccc(C(C)(C)C)cc1NC(=O)CCc1c(C)noc1C
i	31.5	COc1ccc(NC(=O)CN2C(=O)NC3(CC(C)CC(C)(C)C3)C2=O)cc1S(=O)(=O)N1CCCCC1 (stereo unspecified)
i	25.9	COc1cc2c(cc1OC)C(c1ccccc1)N(C(=O)c1ccccc1F)CC2 (stereo unspecified)

Next part
T cell modulator	T cell modulator vesicle-bound %	SMILES
i	46.5	Cc1ccc(S(=O)(=O)Nc2ncnc3sc(C)c(C)c23)cc1
i	35.2	CCCCn1c(N)c(N(CCOC)C(=O)c2cnc(C)cn2)c(=O)[nH]c1=O
i	30.4	NC(N)=NC(N)=Nc1ccccc1
i	51.9	O=C(NCCCN1CCOCC1)c1cc(-c2ccc(Cl)s2)nc2ccccc12
i	57.3	COc1ccc(S(=O)(=O)N2CCCCCC2)cc1C(=O)N1CCCC(C(F)(F)F)C1 (stereo unspecified)
i	33.0	Cc1ccc(NC(=O)CNc2cccc(Br)c2)cc1S(=O)(=O)N1CCOCC1
i	36.8	Cc1ccc(NC(=O)CN2CCN(Cc3ccccc3)CC2)c(Br)c1
i	59.7	O=C(Nc1ccc(F)cc1Cl)C1=COCCO1
i	47.7	Cc1cc(C)c2sc(N(CCCN(C)C)C(=O)c3ccc(S(=O)(=O)N4CCc5ccccc5C4)cc3)nc2c1
i	20.3	C#CCOCCOCCOCCNc1nc(N2CCN(C(=O)[C@H](CO)n3cc([C@@H](N)C(C)C)nn3)CC2)nc(N2CCN(C(=O)[C@H](CCC(=O)O)n3cc([C@@H](N)CCCCN)nn3)CC2)n1
i	42.8	Cc1ccc(Sc2ncccc2C(=O)NCC(c2ccc(F)cc2)N2CCOCC2)cc1C (stereo unspecified)
i	31.6	O=C(Cc1n[nH]c(=O)c2ccccc12)OCC(=O)c1ccc(OC(F)F)cc1OC(F)F
i	49.6	CCn1c(SCC(=O)N2CCCC2=O)nnc1-c1cccs1
i	30.1	COc1cc2ccccc2cc1C(=O)OCc1nc2ccsc2c(=O)[nH]1
i	45.1	CCOc1ccccc1Nc1nnc(SCC(=O)N(C)C2CCS(=O)(=O)C2)s1 (stereo unspecified)
i	25.4	COc1ccc(NC(=O)CSCC(=O)Nc2nnc(C3CC3)s2)cc1
i	16.1	CCCN(CC(=O)Nc1ccccc1C)C(=O)c1ccc2ccccc2n1
i	31.6	O=C(C1=COCCO1)N(Cc1nnc(-c2ccccc2Cl)o1)C1CC1
i	56.9	CCCCn1c(N)c(N(CCC(C)C)C(=O)COC(=O)c2ccc([N+](=O)[O-])s2)c(=O)[nH]c1=O
i	63.0	CCCC(=O)N1CCCC(C(=O)c2cccc(OC(C)C)c2)C1 (stereo unspecified)
i	41.7	CCC(=O)NC(c1ccco1)c1cc(Cl)c2ccccc2c1O (stereo unspecified)
i	22.2	O=C(c1ccccc1Cl)N1CCN(c2ncccn2)CC1
i	38.2	COc1ccc(S(=O)(=O)N2CCCCC2)cc1NC(=O)c1ccc(N2CCCC2=O)cc1
i	13.3	CCOc1ccc(CN(C)C(=O)c2ccc(NS(=O)(=O)c3ccc4[nH]c(=O)[nH]c4c3)cc2)cc1
i	48.9	COC(=O)C1CCN(C(=O)c2ccc(Cl)c(S(=O)(=O)NCc3ccco3)c2)CC1
i	66.3	O=C(CSc1nc(=O)n2cc(Cl)ccc2n1)NCCc1ccccc1
i	51.4	Clc1cc(/C=N\NC2=NCCN2)cc(Cl)n1
i	44.1	Cc1ccc(S(=O)(=O)N2CCC(C(=O)OCCOc3cccc(C)c3)CC2)cc1
i	60.1	CCOCCCNC(c1ccccc1)c1ccncc1 (stereo unspecified)
i	32.7	Cc1ccc(C(=O)C(C)OC(=O)c2ccc(Cl)nc2)cc1 (stereo unspecified)

2 of these compounds in another layout.
COC(=O)C1CCN(C(=O)c2ccc(Cl)c(S(=O)(=O)NCc3ccco3)c2)CC1
  T cell modulator: i; T cell modulator vesicle-bound %: 48.9
O=C(CSc1nc(=O)n2cc(Cl)ccc2n1)NCCc1ccccc1
  T cell modulator: i; T cell modulator vesicle-bound %: 66.3

Further entries follow.
T cell modulator	T cell modulator vesicle-bound %	SMILES
i	52.2	CCC(C)(C)C1CCc2[nH]nc(C(=O)NCc3ccc(OC)cc3)c2C1 (stereo unspecified)
i	43.0	COc1ccc(C(=O)NCCN2CCOCC2)cc1S(=O)(=O)Nc1ccc(C)cc1
i	35.0	CC(=O)Nc1ccc(S(=O)(=O)NCCC(=O)NNC(=O)c2ccccc2O)cc1
i	57.8	O=[N+]([O-])CC(c1ccccc1)c1c[nH]c2ccccc12 (stereo unspecified)
i	45.2	CCCn1nc(C(=O)NNC(=O)c2ccc(C)c(C)c2)c2ccccc2c1=O
i	34.4	N#CC1(NC(=O)COC(=O)CNC(=O)c2sc3ccccc3c2Cl)CCCCC1
i	58.2	CC(NC(=O)CNC(=O)c1cccc(Cl)c1)c1ccccc1 (stereo unspecified)
i	27.9	CCc1ccc(C(=O)N2CCN(S(=O)(=O)c3sc(C(=O)O)c(C)c3C(=O)O)CC2)cc1
i	54.5	CCN(CC(=O)Nc1c(F)cccc1F)C(=O)C1CCN(c2ncnc3sc(C)c(C)c23)CC1
i	56.7	NC(=O)c1ccc(-c2c(-c3ccccc3)sc3ccccc23)cc1
i	30.5	O=C(CCC(=O)N1CCOCC1)NCCc1ccc(F)cc1
i	29.4	CN1CCCC(n2nc(Cc3ccc(Cl)cc3)c3ccccc3c2=O)CC1 (stereo unspecified)
i	19.5	O=C(COC(=O)Cc1c[nH]c2ccccc12)NCCc1ccccc1
i	40.3	CCCCN(C(=O)c1c(CC)noc1C)c1c(N)n(CC(C)C)c(=O)[nH]c1=O
i	45.2	CC(Sc1nc2ccccc2c(=O)n1C)C(=O)N(C)C1CCCCC1 (stereo unspecified)
i	55.9	CCCCCOc1ccc(C(O)C(CN2CCOCC2)c2ccccc2)cc1 (stereo unspecified)
i	31.9	CC(C)(C)OC(=O)NN1CC(=O)N2Cc3ccccc3C[C@@H]2C1=O
i	22.9	Cn1nnnc1Sc1ncnc2scc(-c3ccc4c(c3)OCO4)c12
i	13.7	Cc1cccc(C)c1NC(=O)CN1CCN(CCCC(c2ccc(F)cc2)c2ccc(F)cc2)CC1
i	36.2	Cc1ccc(S(=O)(=O)N2CCC(C(=O)OCC(=O)N(CCC#N)c3ccc(F)cc3)CC2)cc1C
i	14.5	O=C(NCC(c1ccco1)N1CCN(c2ccccc2F)CC1)C1CCCCC1 (stereo unspecified)
i	29.1	O=C(CCN=C1NS(=O)(=O)c2ccccc21)OCC(=O)c1ccccc1
i	35.4	CC(Sc1ncccn1)C(=O)NC1CCCC1 (stereo unspecified)
i	21.2	C=CC(=O)OCCOCCOCCOCCOC(=O)C=C
i	26.9	CCOC(=O)Cc1csc(NC(=O)CSc2nc(=O)[nH]c3c2CCCC3)n1
i	60.2	CCCCN1C(=O)c2cccc3cc(O)cc(c23)C1=O
i	26.6	Cc1ccccc1OCCOC(=O)c1cc(S(=O)(=O)N2CCCCC2)ccc1N1CCOCC1
i	15.0	Cc1ccc2c(Cl)cc(Cl)c(OCC(=O)N3CCOCC3)c2n1
i	11.6	COc1ccc(N2CCN(C(=O)COC(=O)c3ccc(Cl)nc3)CC2)cc1
i	37.6	Cc1cc(OCC(=O)OCC(=O)NCc2cccs2)ccc1Cl

Going on with the list:
T cell modulator	T cell modulator vesicle-bound %	SMILES
i	44.8	COc1cccc(NC(=O)CN(C)C(=O)c2cc3c(s2)CCC(C)C3)c1 (stereo unspecified)
i	54.0	O=C(NCCc1ccccc1)c1ccccc1C(=O)NCCc1ccccc1
i	29.9	O=C(OCC(=O)N1CCCCCC1)c1ccc(Cl)nc1
i	24.2	O=C1NC[C@@H](c2ccccc2)OC(=O)[C@@H](Cc2ccc(F)cc2)CC/C=C/C[C@@H]1CC(=O)N(CCO)Cc1ccccc1
i	14.9	O=C(Nc1nc2ccc(F)cc2s1)C1CC(=O)N(c2ccc3c(c2)OCCO3)C1 (stereo unspecified)
i	41.8	O=C(Nc1cc2c3c(c1)CC(=O)N3CCC2)c1c(F)cccc1F
i	62.0	NC(N)=NCCCC(NC(=O)c1ccccc1)C(=O)Nc1ccc2ccccc2c1 (stereo unspecified)
i	52.8	CCCCn1c(N)c(N(CCOC)C(=O)CCCc2nc3ccccc3s2)c(=O)[nH]c1=O
i	32.7	O=C(COC(=O)/C=C/c1ccccc1)NC1CCCCC1
i	22.2	COc1ccc(-c2c(-c3ccccc3OC)sc3ccccc23)cc1
i	56.5	CCN(CC(=O)Nc1ccc(NC(C)=O)cc1)C(=O)C1CCC1
i	32.6	COc1ccc(-c2nc3ccccc3o2)cc1OC
i	40.2	COc1ccc2[nH]c(C(=O)N(C)Cc3ccccc3)c(C)c2c1
i	36.2	CCOc1ccc(C2=Nn3c(CC)nnc3SC2)cc1
i	34.0	O=[N+]([O-])c1cccnc1Sc1ccc(Br)cc1
i	35.0	COc1ccc(CC(=O)Nc2sccc2C#N)cc1S(=O)(=O)N1CCOCC1
i	17.8	O=C(NNC(=O)c1cccc(S(=O)(=O)Nc2ccc(Cl)cc2)c1)c1ccc(=O)[nH]c1
i	18.9	CCCCn1c(N)c(N(CCC(C)C)C(=O)c2ccc(C)c(S(=O)(=O)N3CCOCC3)c2)c(=O)[nH]c1=O

In another format: 2 of the compounds above.
Screens in order – T cell modulator, T cell modulator vesicle-bound %
> COc1ccc(-c2c(-c3ccccc3OC)sc3ccccc23)cc1
    i, 22.2
> O=C(OCC(=O)N1CCCCCC1)c1ccc(Cl)nc1
    i, 29.9
